D1 potentiator: human D1 dopamine receptor positive modulation; potentiation, % at 10 µM; AID 504651; HEK293 TREx D1 cells, calcium flux, dopamine EC20 potentiation; 360,000 tested, 0.036% active; in the data active = potentiation above about 30%; note: 0% is about no effect
D2 potentiator: positive allosteric modulators of human D2 dopamine receptor. HEK293 T-REx D2, calcium flux, EC20 dopamine potentiation. AID 485347. potentiation, % at 10 µM. 340,000 tested, 0.34% active. P14416;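 active = potentiation over 3 SD above the plate norm, cut at about 30% in these data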; note: 0% is about no effect
Target sequence (P14416 whole entry, looked up): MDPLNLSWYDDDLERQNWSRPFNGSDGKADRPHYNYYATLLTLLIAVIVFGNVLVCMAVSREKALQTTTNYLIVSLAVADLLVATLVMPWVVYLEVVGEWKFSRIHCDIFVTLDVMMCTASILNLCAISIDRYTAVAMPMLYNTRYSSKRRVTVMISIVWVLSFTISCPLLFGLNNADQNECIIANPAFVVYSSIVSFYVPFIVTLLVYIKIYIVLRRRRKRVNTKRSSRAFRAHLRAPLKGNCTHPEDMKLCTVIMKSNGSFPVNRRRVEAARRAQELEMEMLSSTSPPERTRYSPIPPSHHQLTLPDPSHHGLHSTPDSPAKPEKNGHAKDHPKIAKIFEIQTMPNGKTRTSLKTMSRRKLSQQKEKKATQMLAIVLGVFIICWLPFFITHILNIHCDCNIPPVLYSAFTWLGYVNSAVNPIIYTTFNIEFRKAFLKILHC
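Tetracycline-induced HEK293 T-REx cells force-coupled to calcium signalling expressed D2; compounds were pin-added after a 10 s baseline, read kinetically 180 s, then an EC20 dopamine challenge followed with a further 180 s calcium read.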
RXFP1 antag: blocks the human relaxin receptor RXFP1; Q9HBX9; HEK293-RXFP1, relaxin-stimulated cAMP HTRF, 30 min; stronger effect = lower value; activity change, negative = inhibition, % at 57.5 µM; 350,000 tested, 0.59% active; AID 1259400;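 active = activity change of -60% or lower, but not beyond a set lower limit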; note: % is set by controls: 0 for no effect and ±100 for the full control effect
TRHR PAM: allosterically enhances the human TRH receptor; 360,000 tested, 0.66% active; AID 493056; TRHR cells, fluo-8 calcium fluorescence, EC20 TRH enhancement; P34981; enhancement, % at 2 µM; in the data active = enhancement above about 30%; note: 0% is about no effect
Target sequence (P34981 whole entry, looked up): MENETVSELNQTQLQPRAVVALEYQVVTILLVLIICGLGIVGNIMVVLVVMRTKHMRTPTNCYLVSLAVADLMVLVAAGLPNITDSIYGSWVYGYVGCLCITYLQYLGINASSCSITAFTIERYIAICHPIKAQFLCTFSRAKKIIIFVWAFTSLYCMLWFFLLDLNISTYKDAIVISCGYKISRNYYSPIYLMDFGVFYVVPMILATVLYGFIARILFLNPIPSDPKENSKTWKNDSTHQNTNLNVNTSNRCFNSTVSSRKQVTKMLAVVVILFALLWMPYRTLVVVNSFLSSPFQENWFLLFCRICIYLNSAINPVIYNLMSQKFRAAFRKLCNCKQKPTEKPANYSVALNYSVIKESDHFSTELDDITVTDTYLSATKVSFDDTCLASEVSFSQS
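TRHR-expressing cells loaded with fluo-8 calcium dye were read kinetically (ex 480/em 530) during compound addition, then stimulated with an EC20 of TRH (10 nM final). Enhancement of the Gq-mediated intracellular calcium response was scored.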
D1 antag: blocks dopamine activation of the human D1 receptor | 360,000 tested, 3.2% active | activity change, negative = inhibition, % at 10 µM | HEK293 TREx D1 cells, calcium flux, dopamine EC80; stronger effect = lower value | P21728 | AID 504652; in the data active = activity change below about -30%; note: % is set by controls: 0 for no effect and ±100 for the full control effect
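HEK293 T-REx cells expressing inducible, force-coupled D1 receptor; no-wash Ca dye, 30–90 min RT. Cmpd → 180 s read at 1 Hz → EC80 DA → 180 s read.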
TRHR ag: activates the human TRH receptor | P34981 | TRHR cells, calcium flux fluo-8, FDSS agonist mode | activation, % at 2 µM | 360,000 tested, 0.18% active | AID 493084; note: 0% is about no effect
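Steps: seed TRHR cells overnight; add fluo-8 no-wash Ca dye, RT 30 min–1.5 h; record 10 s baseline; pin-transfer compounds; monitor fluorescence 1 cycle/s for the agonist window. Calcium increases flag candidate agonists.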
D1 ag: human D1 receptor agonism. 360,000 tested, 1% active. HEK293 T-REx D1 cells, calcium flux, agonist mode. P21728. AID 504660. activation, % at 2 µM; note: 0% is about no effect
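Tetracycline-induced HEK293 TREx D1 cells, force-coupled to calcium signalling, were dye-loaded with a no-wash calcium kit. Compound was pin-added after a 10 s baseline. Fluorescence was read kinetically at 1 cycle/s for 180 s, with calcium rises flagged as agonism.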
D2 agonist: D2 dopamine receptor (human) agonism. P14416. HEK293 T-REx D2 cells, calcium flux agonist mode. activation, % at 2 µM. 340,000 tested, 0.53% active. AID 485358;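 active = activation over 3 SD above normal in the single-dose calcium agonist read, cut at about 30% in these data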; note: 0% is about no effect
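Agonism is scored from calcium flux in a force-coupled, inducible HEK293 cell line expressing D2, read kinetically for 180 s after compound addition against dopamine controls.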
D2 antag: D2 dopamine receptor (human) antagonism | P14416 | HEK293 TREx D2 cells, calcium flux, dopamine EC80 | inhibition, % at 10 µM | 340,000 tested, 2% active; in the data active = inhibition above about 30%; note: 0% is about no effect
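Read-out: kinetic calcium fluorescence (1 cycle/s) in inducible HEK293 T-REx D2 cells after an EC80 dopamine addition that followed 180 s compound preincubation. Loss of the dopamine response indicates antagonism.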
* hit, by the source's call; / = not tested or not shown. Cut-off read from the data, not from the text of the source, unless noted: active = activation above about 30%; inactive = the rest.

SMILES	D1 potentiator	D2 potentiator	RXFP1 antag	TRHR PAM	D1 antag	TRHR ag	D1 ag	D2 agonist	D2 antag
CCC(=O)Nc1ccc(N2CCCCC2)c(C(=O)Nc2ccccc2C)c1	-10	5	-6	0	11	-0.7	-3	-1.0	-16
COc1cccc(OCCn2c(-c3ccc(Br)cc3)nc3ccccc3c2=O)c1	-1	16	2	5	-13	-0.8	4	-2.0	/
CC1Sc2ccc(S(=O)(=O)N3CCC(C(=O)N(C)Cc4ccco4)CC3)cc2NC1=O (configuration not stated)	-3	1	13	-2	-17	-0.1	2	1.2	-4
O=C1NC(c2ccc(Cl)cc2)=COc2ccccc21	12	7	-11	1	-4	0.1	3	-0.3	-16
COc1ccc(C(=O)C2CCCN(C(=O)c3noc4c3CCCC4)C2)cc1F (configuration not stated)	-5	-8	12	-1	-1	-0.1	0	1.2	4
O=C(OCc1ccccc1)c1cn(-c2ccccc2)nc1-c1ccncc1	-4	1	-9	3	-11	1.0	13	0.6	-2
O=C(Nc1ccccc1N1CCN(c2ccc(F)cc2)CC1)C1CCCCC1	3	0	1	-6	-2	0.0	0	-0.7	-2
Cc1ccc(Sc2c(C)nn(C(=O)C3CC3)c2C)cc1	-5	2	/	3	1	-0.8	4	-0.7	-10
CC(NC(=O)CSc1ccccc1)c1ccccc1 (configuration not stated)	-3	/	0	-8	6	0.1	0	/	/
CCN(CC)CCn1c2c(c(SCC(=O)Nc3nc(C)cs3)nc1=O)CCC2	-1	-1	6	5	-2	-0.2	1	-0.2	-6
CCC(C(=O)N1CCOCC1)n1nc(C)c2c(C)n(-c3ccccc3)nc2c1=O (configuration not stated)	-13	-2	5	-6	2	0.9	3	-0.2	1
Cc1cc(C)c2nc(N3CCCN(C(=O)c4ccco4)CC3)c(C#N)cc2c1	-6	4	-9	-4	-9	-0.9	28	0.2	3
COCc1ccc(C(=O)N2CCCC(N(C)CCc3ccc(OC)c(OC)c3)C2)s1 (configuration not stated)	-3	-11	-7	12	-5	-0.4	2	-0.2	-12
O=C(NCCN1CCN(Cc2ccccc2)CC1)c1ccc(CS(=O)(=O)c2ccc(Br)cc2)o1	0	-5	-1	25	0	0.5	1	0.3	-10
N#Cc1nc(COc2ccccc2Cl)oc1NCCc1ccccc1	-6	-3	-13	9	-11	-0.6	4	-0.5	/
COC(=O)[C@@H](NC(=O)Nc1ccc(C(C)=O)cc1)C(C)C	-5	-7	3	15	-16	1.7	6	-0.6	6
CCN1CCN(CC(=O)Nc2ccc(N(C)C)cc2)CC1	-2	-2	-16	8	-17	0.3	5	0.3	10
COC(=O)c1sc2nc(SCc3ccccc3C#N)n(N)c(=O)c2c1C	5	-2	-2	-3	7	-0.1	4	1.0	4
CCCCOc1ccccc1Cn1c(=O)oc2ccc(C)cc21	4	7	-27	-3	4	0.4	4	0.6	31*
O=c1[nH]c2ccc(Cl)cc2c(-c2ccccc2)c1CN1CCOCC1	-3	10	-2	20	27	-0.1	6	15	-7
Cc1cccc(NC(=S)N/N=C/c2ccc([N+](=O)[O-])s2)c1	-4	/	-6	10	5	4.2	12	/	/
CCN=C1S/C(=C\c2ccc(OCC)c(OC)c2)C(=O)N1CC	-4	2	-2	-17	-4	-1.1	1	-0.6	1
COc1ccc(F)cc1C(=O)C1CCCN(Cc2cn(C)c3ccccc23)C1 (configuration not stated)	-10	-14	-33	4	-11	1.5	19	0.4	78*
O=C(Nc1ccc(Cl)cc1)C1CCN(c2nc3ccccc3nc2C(F)(F)F)CC1	1	-1	/	2	-2	0.1	0	0.9	/
Cc1cc(NC(=O)Nc2ccccc2Cl)no1	3	2	6	-11	-5	2.0	0	0.2	4
Remaining list, next part.
SMILES	D1 potentiator	D2 potentiator	RXFP1 antag	TRHR PAM	D1 antag	TRHR ag	D1 ag	D2 agonist	D2 antag
CC(NC(=O)C(C(=O)c1cccc([N+](=O)[O-])c1)n1cc(Cl)ccc1=O)c1ccccc1 (configuration not stated)	0	4	-3	-2	3	-0.1	1	-0.1	-7
CC(C)(C)c1ccc(OCC(=O)NNC(=O)Nc2ccccc2)cc1	2	-1	0	12	5	0.3	6	0.9	7
COc1ccc(C(=O)OC2=C(C(=O)c3ccccc3)N(C)S(=O)(=O)c3ccccc32)cc1OC	-3	12	-7	26	-9	0.0	13	-0.1	/
CCCCc1cc(=O)oc2cc(C)cc(OCC(=O)NCC3CCC(C(=O)O)CC3)c12 (configuration not stated)	-5	12	/	-7	-10	-0.1	1	0.1	-1
Cc1nn(-c2ccccc2)c(C)c1/C=N/NC(=O)c1cc(C23CC4CC(CC(C4)C2)C3)[nH]n1	-12	-2	-17	-3	2	0.4	7	-1.7	3
CC(/C=N/NC(=O)Cn1cnc2c1c(=O)n(C)c(=O)n2C)=C\c1ccccc1	-3	/	2	-2	32	0.0	1	/	/
CCN(CC)S(=O)(=O)c1ccc2oc(C(=O)O)c(C)c2c1	3	0	-3	4	26	-0.3	5	-0.2	8
C=CCn1c(SCC#N)nc2sc(CC)cc2c1=O	-2	2	16	2	-2	-0.1	2	0.3	3
O=C(c1cc2ccccc2oc1=O)N(c1ccccc1)C1C=CS(=O)(=O)C1 (configuration not stated)	-2	-4	4	-14	-12	0.3	2	0.6	5
Cc1cc(C)cc(CC(Cc2nc3ccccc3[nH]2)c2nc3ccccc3[nH]2)c1 (configuration not stated)	-14	-21	-6	-7	-29	-0.1	8	0.2	-7
Cc1cc(/C=N\NC(=O)CC(=O)NC2CCCCC2)c(C)n1-c1ccc(Cl)cc1	-4	5	-20	-3	-1	-0.2	10	-1.5	-3
CCc1ccc(N2CC(C(=O)Nc3ccc(S(=O)(=O)N4CCOCC4)cc3)CC2=O)cc1 (configuration not stated)	3	3	-19	0	-3	0.9	1	0.9	-27
CC(=O)Nc1cccc(Nc2nc3ccccc3n3c(C)nnc23)c1	-4	-5	-3	-2	-18	0.2	9	-0.1	/
CCOc1ccc(C(Nc2cccnc2)c2cc(Cl)c3cccnc3c2O)cc1 (configuration not stated)	4	8	-5	3	-4	-1.1	15	-2.1	-12
CC(=O)Nc1ccc2c(c1)C(=O)N(C1CCCCC1)C2=O	-1	10	-9	4	-11	0.9	2	0.4	20
Cc1c(C(=O)N2CCCC2)oc2c1-c1nn(CC(=O)NCCCN3CCCCC3)cc1CC2	4	-6	6	1	-31*	0.1	3	-0.5	37*
Cc1cc(Oc2ccc(Cl)cc2)nc(SCC(=O)c2ccccc2)n1	6	6	-22	2	11	2.2	7	0.7	-3
Nc1ccc(Br)cc1Br	1	10	3	-8	17	0.9	3	0.5	-11
CCN=C(Nc1ccc2c(c1)OCO2)SC1CC(=O)N(c2ccc(OC)cc2)C1=O (configuration not stated)	0	8	-14	6	-7	0.3	1	0.3	3
Cc1ccccc1CSc1nc2c([nH]c3ccccc32)c(=O)n1-c1ccccc1	0	-8	-6	-2	22	0.7	2	-2.6	/
COc1ccc(CCc2nc(-c3cccs3)no2)cc1	-7	-7	-5	-2	3	-0.7	0	0.0	8
O=C(c1cccc([N+](=O)[O-])c1)N1CC2C3C=CC(C3)C2C1 (configuration not stated)	-1	/	-10	-4	0	0.0	3	-0.5	14
O=C(NCC1CCCO1)c1ccc(NS(=O)(=O)c2cccc([N+](=O)[O-])c2)cc1 (configuration not stated)	0	4	6	0	-3	0.8	3	2.6	-20
COc1ccccc1CNc1ccc(-c2nc(-c3cccnc3)no2)cc1[N+](=O)[O-]	0	-3	/	-2	4	1.5	3	/	/
CCOc1ccc(OCCC(=O)NNC(=O)c2ccncc2)cc1	/	-3	4	-4	4	-0.2	3	/	/
Next part:
SMILES	D1 potentiator	D2 potentiator	RXFP1 antag	TRHR PAM	D1 antag	TRHR ag	D1 ag	D2 agonist	D2 antag
C(=C\c1ccccn1)/c1cccnc1	7	13	/	-7	-3	-0.7	0	0.7	-6
COc1ccc(NC(=O)CSc2nc3ccccc3nc2N2CCC(C)CC2)cc1	-2	-1	-13	7	-10	-0.2	1	-0.3	/
c1ccc2c(c1)OCc1cn[nH]c1-2	-6	-1	0	4	-12	-0.2	2	0.1	-6
Cc1ccc(NS(=O)(=O)c2cc(C(=O)O)ccc2Cl)cc1	0	-4	3	6	-5	0.5	2	-1.2	-2
COc1ccccc1C(=O)NCCSCc1c(F)cccc1Cl	-1	5	3	-3	4	0.5	18	2.0	-4
COCCCN1C(=O)N(c2ccccc2)C(=O)C1CC(=O)Nc1ccccc1 (configuration not stated)	0	8	8	11	11	-0.1	2	0.6	-10
O=C(CN1CCN(Cc2ccccc2Cl)CC1)N=Nc1c(O)[nH]c2ccccc12	-3	8	-15	2	-7	0.9	-1	-0.5	7
Cc1ccc(NC2CCCN(C(=O)c3c(C)noc3C)C2)cc1C (configuration not stated)	-1	-18	-9	-2	-17	-0.1	1	1.0	-23
COCCN(C(=O)CCC(=O)Nc1ccccn1)C(C(=O)NC(C)C)c1ccc(C)cc1 (configuration not stated)	1	/	-9	0	11	0.2	2	1.5	12
Nn1c(Cc2cccc3ccccc23)nnc1SCc1ccccc1Cl	-1	-4	10	-11	-11	-0.9	4	/	/
CCc1cccc(NC(=O)CCS(=O)(=O)c2cc3c4c(c2)CCN4C(=O)CC3)c1	0	0	/	19	12	0.2	0	-0.1	/
COc1cccc(CNC(=O)c2cc(S(=O)(=O)N3CCCCC3)cn2C)c1	1	24	/	-2	-4	-0.4	8	0.7	/
Cc1ccc(S(=O)(=O)N(Cc2ccccc2)c2ccccc2C(=O)Nc2ccccc2C(=O)NCc2ccco2)cc1	-11	-9	-9	5	9	1.7	10	2.5	-6
Cc1ccc(-c2nc(CS(=O)CC(=O)N3CCN(c4ccc(Cl)cc4)CC3)c(C)o2)cc1 (configuration not stated)	-9	-30	-20	2	7	-0.6	2	0.4	/
CC(C)(C)c1nnc(NC(=O)c2cccnc2Cl)s1	8	/	-3	-1	-4	0.8	1	/	/
COc1cc(CNc2nc3ccccc3s2)cc(OC)c1OC	-3	-1	11	6	-3	-0.5	9	0.7	8

D1 antag, hit marks shown above.
SMILES	D1 potentiator	D2 potentiator	RXFP1 antag	TRHR PAM	D1 antag	D1 ag	D2 antag
Cc1c(C(=O)N2CCCC2)oc2c1-c1nn(CC(=O)NCCCN3CCCCC3)cc1CC2	4	-6	6	1	-31*	3	37*

Some of these compounds in order of length of the SMILES, falling:
SMILES	D1 potentiator	D2 potentiator	RXFP1 antag	TRHR PAM	D1 antag	TRHR ag	D1 ag	D2 agonist	D2 antag
Cc1ccc(S(=O)(=O)N(Cc2ccccc2)c2ccccc2C(=O)Nc2ccccc2C(=O)NCc2ccco2)cc1	-11	-9	-9	5	9	1.7	10	2.5	-6
O=C(CN1CCN(Cc2ccccc2Cl)CC1)N=Nc1c(O)[nH]c2ccccc12	-3	8	-15	2	-7	0.9	-1	-0.5	7
COc1cccc(CNC(=O)c2cc(S(=O)(=O)N3CCCCC3)cn2C)c1	1	24	/	-2	-4	-0.4	8	0.7	/
COc1ccc(NC(=O)CSc2nc3ccccc3nc2N2CCC(C)CC2)cc1	-2	-1	-13	7	-10	-0.2	1	-0.3	/
Nn1c(Cc2cccc3ccccc23)nnc1SCc1ccccc1Cl	-1	-4	10	-11	-11	-0.9	4	/	/
COc1ccccc1C(=O)NCCSCc1c(F)cccc1Cl	-1	5	3	-3	4	0.5	18	2.0	-4

High-throughput results (PubChem)
